H9c2 protect – protects H9c2 cardiomyocytes from peroxide injury | AID 588492 | protection from H2O2 cell death, % at 20 µM | 0.63% of 360,000 active | H2O2 injury protection, ATPLite, 2 h;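 active means compounds giving at least 50% protection of heart cells from peroxide-induced death in the single-dose screen, raw or plate-pattern-corrected value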;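 further: 0% = DMSO wells with peroxide and 100% = DMSO wells without peroxide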
MC4R ag barr – agonists of human melanocortin 4 receptor (MC4R) beta-arrestin | P32245 | U2OS MC4R beta-arrestin complementation, luminescence; percent of melanotan II response, DMSO zero | activation, % at 8.9 µM | 0.98% of 360,000 active | AID 540308;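 active means activation above a per-plate cutoff, the mean activation of sample wells on that plate plus 3 SD, cut at about 8% in these data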
Target sequence (P32245 whole entry, looked up): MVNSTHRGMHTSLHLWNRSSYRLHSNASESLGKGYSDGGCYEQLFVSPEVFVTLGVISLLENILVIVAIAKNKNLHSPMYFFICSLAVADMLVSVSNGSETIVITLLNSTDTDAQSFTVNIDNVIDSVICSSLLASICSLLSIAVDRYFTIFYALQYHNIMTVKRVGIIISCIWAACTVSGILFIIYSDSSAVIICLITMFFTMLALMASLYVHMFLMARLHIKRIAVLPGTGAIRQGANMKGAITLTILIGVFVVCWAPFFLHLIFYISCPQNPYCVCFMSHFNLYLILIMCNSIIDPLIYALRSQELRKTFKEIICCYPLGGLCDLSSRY
Vif imaging – HIV Vif inhibition; AID 602346; HEK293T cells, Vif self-association by quenched fluorescence, imaging, 24 h; inhibition, % at 7.49 µM; 0.35% of 340,000 active; in the data active means inhibition above about 50%, passing the limit was not always enough; further: some results filed as inactive read as strong as hits
ABCB6 inh 2 – inhibitors of human ABC transporter ABCB6; AID 602162; K562-ABCB6 porphyrin accumulation, flow cytometry, 1 h; active compounds read low; 0.19% of 360,000 active; fluorescence ratio to DMSO, % at 10 µM; Q9NP58;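 active means fluorescence ratio to DMSO below 75%, the collection mean minus 3 SD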;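 further: signal is porphyrin accumulated inside mitochondria; 100% equals median channel fluorescence of DMSO control wells; lower ratio means ABCB6 inhibition with less porphyrin fluorescence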
HTR2A ag – activates the mouse 5-HT2A serotonin receptor; activation, % at 7.6 µM; AID 624169; CHO-K1 mHTR2A beta-arrestin complementation, luminescence; percent of 30 µM serotonin response; 0.66% of 360,000 active; P35363;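 active means activation above a run cutoff, the mean activation of all tested compounds plus 3 SD, cut at about 14% in these data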;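 further: 0% = plate median of compound wells and 100% = 30 µM serotonin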
Target sequence (P35363 whole entry, looked up): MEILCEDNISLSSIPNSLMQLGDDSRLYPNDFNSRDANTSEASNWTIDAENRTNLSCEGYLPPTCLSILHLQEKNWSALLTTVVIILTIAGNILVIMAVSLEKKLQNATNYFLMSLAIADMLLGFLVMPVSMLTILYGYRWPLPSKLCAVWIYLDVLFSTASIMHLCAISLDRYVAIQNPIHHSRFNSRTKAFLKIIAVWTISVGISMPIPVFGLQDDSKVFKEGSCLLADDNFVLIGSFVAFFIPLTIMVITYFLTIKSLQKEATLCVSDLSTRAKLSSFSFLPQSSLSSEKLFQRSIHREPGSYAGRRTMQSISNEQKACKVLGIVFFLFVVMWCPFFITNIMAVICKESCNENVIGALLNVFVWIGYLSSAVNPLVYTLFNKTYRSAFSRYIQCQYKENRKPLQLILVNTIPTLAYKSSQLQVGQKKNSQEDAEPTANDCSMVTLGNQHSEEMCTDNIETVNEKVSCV
CaV13 FRET inh – Primary screen for inhibitors of IQ motif and Ca2+-dependent inactivation inhibitor domain binding in CACNA1D, Förster resonance energy transfer in living cells, …; AID 743397; HEK cells, CFP/YFP FRET ICDI-IQ, plate reader, 10 min; percent FRET-ratio fall versus neutral wells; inhibition, % at 12.3 µM; 0.098% of 340,000 active;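 active means mean replicate inhibition of at least 30% and at least 1% of replicates passing that level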;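 further: 0% = median of the neutral control wells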
PDI inh – inhibitors of human protein disulfide isomerase | P07237 | PDI insulin aggregation turbidity, A650, 90 min | inhibition, % at 10 µM | 0.052% of 350,000 active | AID 588391;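 active means mean inhibition across replicates of 30% or more, whatever share of single replicates reach that level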;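 further: absorbance from insulin aggregation driven by PDI reduction with DTT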
Glyco luc inh – N-linked glycosylation inhibition; 0.23% of 360,000 active; reporter increase, % at 12.5 µM; D54 ERlucT glycosylation luciferase reporter, 24 h; percent of 100 nM tunicamycin response;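 active means mean luciferase reporter signal, scaled so untreated is 0 and the glycosylation-blocking control 100, at or above a set limit in every replicate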;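 further: luciferase carries N-glycosylation sites so blocking glycosylation raises the light; 0% = median of neutral control wells and 100% = median of 100 nM tunicamycin wells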
aDG glyco up – increases alpha dystroglycan glycosylation | activation, % at 10 µM | Pro5-aDG cells, alpha-DG glycosylation AlphaScreen (IIH6); 0% Pro5, 100% B10-LARGE cell signal | 0.22% of 360,000 active;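 active means activation of at least 8% versus controls, or a plate z-score of at least 8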;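 further: Pro5 are CHO cells carrying HIG-tagged alpha-DG that lacks glycosylation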
MC4R antag cAMP – antagonists of human melanocortin 4 receptor (MC4R); MC4R-expressing cells, MTII-stimulated cAMP, LANCE TR-FRET; inhibition, % at 6.5 µM; 0.48% of 360,000 active; AID 540295;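 active means inhibition above its plate's cutoff, the mean of tested wells on that plate plus 3 SD, cut at about 29% in these data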;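 further: 0% = Melanotan II alone and 100% = Melanotan II plus saturating MCL0020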
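material = U2OS cells stably expressing human melanocortin 4 receptor (MC4R) | also added = Melanotan II challenge | dosing = single nominal compound dose of 6.5 µM | detection = TR-FRET with Eu-cAMP and labeled anti-cAMP, 671 nm | replication = singlicate | timing = compound 30 min, challenge 1 h, detection 1 h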
Starred values were filed as active, the others as inactive; / = not tested or not shown.

SMILES	H9c2 protect	MC4R ag barr	Vif imaging	ABCB6 inh 2	HTR2A ag	CaV13 FRET inh	PDI inh	Glyco luc inh	aDG glyco up	MC4R antag cAMP
COc1cccc(-c2nc(-c3ccc(C(=O)O)cc3)no2)c1	-4	-0.6	-8	98	5	-5	2	-9	-0.1	2
CCOc1cc(C=O)cc(Cl)c1OCC(N)=O	0	-2.4	3	113	-8	-4	1	-1	-0.1	6
CCN(C(=O)COC(=O)c1[nH]c(=O)[nH]c(=O)c1N)c1ccccc1	-1	0.4	-16	96	12	-4	0	2	-0.2	5
COc1cc(OC)c(/C=N/NC(=O)c2ccc(NC(C)=O)cc2)cc1Br	-1	-0.6	-11	94	2	-4	-6	-1	0.6	-4
Cc1ccc(C(c2c(C)[nH][nH]c2=O)c2c(C)[nH][nH]c2=O)cc1[N+](=O)[O-]	-4	-1.4	-15	103	-1	-7	2	-2	0.7	2
O=C(Nc1ccc2c(c1)OCO2)N1CCN(c2cccc(C(F)(F)F)c2)CC1	-9	-0.3	0	94	14	-4	-10	0	0.1	6
COc1cccc(NC(=S)NNC(=O)Cn2nc([N+](=O)[O-])cc2C)c1	-3	-1.4	13	100	0	-2	-2	3	0.0	2
O=C(Nc1nnc(-c2cccc(F)c2)s1)Nc1ccccc1F	-2	0.4	2	92	7	-4	2	3	-0.4	3
CCOC(=O)/N=C(/NC(=O)Nc1ccc(C(=O)OCC)cc1)OC	-4	-0.8	-6	102	3	-4	-2	3	0.2	3
CCOc1ccc2nc(SCC(=O)c3ccc(C)s3)sc2c1	-14	2.4	6	94	-4	-4	-12	-1	-0.1	-1
O=C(COc1ccccc1F)N1CCc2ccccc2C1	10	-0.7	-5	98	-6	-18	6	1	0.4	5
Cc1cccc(N2CCN(C(=O)C3CCN(S(=O)(=O)c4c(C)noc4C)CC3)CC2C)c1 (configuration not stated)	0	-0.2	-14	100	1	-2	-2	-3	0.3	26

Some of these compounds in order of molar mass, ascending:
SMILES	H9c2 protect	MC4R ag barr	Vif imaging	ABCB6 inh 2	HTR2A ag	CaV13 FRET inh	PDI inh	Glyco luc inh	aDG glyco up	MC4R antag cAMP
CCOc1cc(C=O)cc(Cl)c1OCC(N)=O	0	-2.4	3	113	-8	-4	1	-1	-0.1	6
O=C(COc1ccccc1F)N1CCc2ccccc2C1	10	-0.7	-5	98	-6	-18	6	1	0.4	5
COc1cccc(-c2nc(-c3ccc(C(=O)O)cc3)no2)c1	-4	-0.6	-8	98	5	-5	2	-9	-0.1	2
O=C(Nc1nnc(-c2cccc(F)c2)s1)Nc1ccccc1F	-2	0.4	2	92	7	-4	2	3	-0.4	3
CCOC(=O)/N=C(/NC(=O)Nc1ccc(C(=O)OCC)cc1)OC	-4	-0.8	-6	102	3	-4	-2	3	0.2	3
Cc1ccc(C(c2c(C)[nH][nH]c2=O)c2c(C)[nH][nH]c2=O)cc1[N+](=O)[O-]	-4	-1.4	-15	103	-1	-7	2	-2	0.7	2
CCOc1ccc2nc(SCC(=O)c3ccc(C)s3)sc2c1	-14	2.4	6	94	-4	-4	-12	-1	-0.1	-1
COc1cccc(NC(=S)NNC(=O)Cn2nc([N+](=O)[O-])cc2C)c1	-3	-1.4	13	100	0	-2	-2	3	0.0	2
O=C(Nc1ccc2c(c1)OCO2)N1CCN(c2cccc(C(F)(F)F)c2)CC1	-9	-0.3	0	94	14	-4	-10	0	0.1	6
Cc1cccc(N2CCN(C(=O)C3CCN(S(=O)(=O)c4c(C)noc4C)CC3)CC2C)c1 (configuration not stated)	0	-0.2	-14	100	1	-2	-2	-3	0.3	26

(more compounds)
SMILES	H9c2 protect	MC4R ag barr	Vif imaging	ABCB6 inh 2	HTR2A ag	CaV13 FRET inh	PDI inh	Glyco luc inh	aDG glyco up	MC4R antag cAMP
Cc1cccc(C)c1-n1nnnc1C(c1ccnc2ccccc12)N(CCC#N)Cc1ccccc1 (configuration not stated)	/	/	/	94	7	-5	/	/	-0.1	/
C=CCC(=O)N1CCCC(CO)(Cc2ccc(F)cc2F)C1 (configuration not stated)	0	-1.5	-1	94	4	-3	4	0	-0.2	1
CC(=O)c1cccc(S(=O)(=O)N2CCC(C(=O)O)(c3ccccc3)CC2)c1	-1	1.4	20	106	-9	-3	-1	-1	0.3	13
COc1ccc(Cl)cc1C(=O)NCC#N	8	-1.3	7	90	3	-5	-1	0	-0.2	0
CC1COC2C(O1)N(S(C)(=O)=O)CCN2S(C)(=O)=O (configuration not stated)	-4	-1.8	3	101	0	/	1	0	0.0	6
O=C(CC1C(=O)NCCN1Cc1ccc(-c2ccccc2)cc1)NCC1CC1 (configuration not stated)	19	-3.3	-4	100	-1	-4	-3	0	-0.4	0
O=C(Cn1nnc(-c2ccccc2Cl)n1)Nc1cccc(S(=O)(=O)N2CCCC2)c1	-9	1.0	-30	98	-5	-5	2	-1	0.3	17
O=[N+]([O-])c1cccc2cnccc12	3	1.4	9	102	15*	-5	7	-1	0.5	-3
CCn1c(CNC(=O)c2ccc(Cl)cc2)nnc1SCC(=O)N1CCOCC1	3	-0.6	7	93	-2	-5	-4	0	-0.1	5
OCCN1CCN(CC(O)COc2ccc(-c3ccccc3)cc2)CC1 (configuration not stated)	18	-0.6	8	96	-6	-2	-6	-1	2.7	-1
COc1ccc(N2C(=O)CC(Sc3ncn[nH]3)C2=O)c(OC)c1 (configuration not stated)	-30	-2.5	7	100	0	-7	0	2	0.2	-1
CCOc1ccccc1-n1c(SCC(N)=O)nc2ccccc2c1=O	-4	1.7	-2	93	-4	-8	-5	0	-0.1	-2

Marked active in HTR2A ag, of those listed so far:
| SMILES | MC4R ag barr | Vif imaging | ABCB6 inh 2 | HTR2A ag | CaV13 FRET inh | PDI inh | Glyco luc inh | aDG glyco up | MC4R antag cAMP |
| --- | --- | --- | --- | --- | --- | --- | --- | --- | --- |
| O=[N+]([O-])c1cccc2cnccc12 | 1.4 | 9 | 102 | 15* | -5 | 7 | -1 | 0.5 | -3 |

Following part.
SMILES	H9c2 protect	MC4R ag barr	Vif imaging	ABCB6 inh 2	HTR2A ag	CaV13 FRET inh	PDI inh	Glyco luc inh	aDG glyco up	MC4R antag cAMP
CN(Cc1nc2ccccc2n1C)S(C)(=O)=O	0	-0.8	3	99	-2	-3	8	0	0.0	7
CCOC(=O)N1CCC(NC(=O)C(CC(C)C)NC(=O)C2CCC(C)CC2)CC1 (configuration not stated)	-3	0.6	/	98	5	-4	2	0	0.0	0
CCOc1cc(CN2CCN(CCc3ccccc3)C(CCO)C2)ccc1OC (configuration not stated)	-2	0.2	-6	100	-1	-6	-5	1	0.0	1
Cc1c(NC(=O)c2cc(-c3ccc(F)cc3)on2)c(=O)n(-c2ccccc2)n1C	1	-1.7	4	96	-1	-4	-67	0	-0.2	1
Cc1sc2nc(SCC(=O)O)[nH]c(=O)c2c1C	0	-3.4	-7	99	0	-4	2	2	-0.2	7
O=C(Nc1cccnc1)c1cn(-c2ccccc2)nc1-c1cccs1	-4	1.7	-3	94	-7	-5	0	6	0.0	11
CN(C)/C=C/C(=O)c1ccc(S(=O)(=O)c2ccccc2)cc1	5	-2.5	27	100	0	-6	7	-4	-0.1	7
COc1ccc(Cl)cc1NC(=O)CN1CCC(n2nnc3ccccc32)CC1	-3	-2.7	0	93	-2	-5	-3	-1	0.6	5
O=S(=O)(NCc1ccc2c(c1)OCO2)c1ccccc1F	0	-0.6	-7	101	2	-7	-19	0	0.0	-3
CCc1ccccc1OCC(=O)OCC(=O)Nc1cc(C)on1	8	-1.1	18	91	7	-7	-4	-2	-0.2	-6
Cc1cccn2c(=O)c3cc(C(=O)NCCCOC(C)C)sc3nc12	4	-1.0	-8	94	8	-4	-2	-1	0.0	-4
S=C(NCCc1ccncc1)Nc1ccccc1	7	-0.6	1	100	6	-15	0	1	1.7	17
Cc1cccc2c3nc4ccccc4nc3n(CCCN3C(=O)c4ccccc4C3=O)c12	15	-1.1	-1	95	5	-5	-22	-2	0.0	12
CS(=O)(=O)Oc1ccc2c(c1)O/C(=C\C=C\c1ccccc1)C2=O	-9	0.1	-3	92	-1	-25	-4	2	-0.2	4
COc1ccc(-c2nnn(Cc3ccccc3)n2)cc1OC	0	-0.1	-4	95	-1	-19	-11	-2	-0.1	7
Nc1nc(Oc2ccc(F)cc2)c(Br)c(=O)[nH]1	6	-1.5	3	95	1	-20	12	-1	-0.1	-1
C=CC(=O)N1CCCC(Nc2nc(Nc3ccc(N(C)C(=O)CC)cc3C)nc3nc[nH]c23)C1 (configuration not stated)	2	-1.3	-2	98	0	-10	-6	0	-0.2	8
O=C(O)CSCC(=O)NCc1csc2ccc(Cl)cc12	-1	0.3	9	102	-4	-21	-3	3	-0.2	10
O=C(CCCn1c(=S)[nH]c2cc3c(cc2c1=O)OCO3)N1CCN(c2ccccn2)CC1	11	2.2	4	87	4	-5	0	0	0.4	1
CCc1nc2ccc(C(=O)NCCCn3ccnc3)cn2c1N(CC)C(=O)NCCc1ccccc1	-5	-0.4	15	95	-4	-3	-12	1	-0.2	14
CCc1cc2c(=O)c(-c3cscn3)coc2c(CN(C)C)c1O	-9	-0.2	-8	96	0	/	2	1	-0.5	-25
O=C(CNC(=O)c1ccc(S(=O)(=O)N2CCCC2)cc1)N/N=C/c1ccco1	5	1.7	-3	99	1	-5	-2	3	0.0	-2
CCOC(=O)CN(C(=O)COc1nc(-c2ccccc2)cc(C)c1C#N)c1cccc(OC)c1	7	-1.1	-11	96	-5	9	12	-5	0.0	9
CCOC(=O)CNc1c(N2CCN(c3ccccn3)CC2)c(=O)c1=O	1	-1.4	5	99	6	-5	-1	0	0.1	8
CC(C)Cc1nnc(NC(=O)c2ccc(S(=O)(=O)N3CCCC3)cc2)s1	6	-2.5	-18	100	-1	-4	4	0	0.0	6
COc1ccc(CCN(C)C(=O)CN2C(=O)c3ccccc3S2(=O)=O)cc1OC	8	-0.8	11	144	1	-5	10	0	-0.2	-8
C1CCC2=NCCCN2CC1	6	1.4	7	100	0	-4	2	2	-0.2	0
CN1CCN(NC(=O)c2ccc(Br)c(S(=O)(=O)N3CCOCC3)c2)CC1	8	-1.1	-7	103	0	-3	4	0	-0.2	24
O=C(C1c2ccccc2Oc2ccccc21)N1CCN(c2ccc(Cl)cc2)CC1	-7	-0.5	-2	86	5	-4	-4	-1	0.0	17
CC(=O)Nc1ccc(S(=O)(=O)N(C)CC(=O)OCC(=O)Nc2ccc3c(c2)OCO3)cc1	38	-2.3	-6	100	-1	-19	-2	5	-0.2	9
CC(=O)c1ccc(N2CCN(C(=O)CCS(=O)(=O)c3ccc4c(c3)CCN4C(C)=O)CC2)cc1	-8	-1.6	-11	100	-1	-5	-6	1	0.3	0
CC(=O)c1cc(-c2ccccc2)n(CC(=O)NC(C)(C)C)c1C	-2	-1.4	-2	95	3	-7	-87	-1	0.1	3
COc1ccccc1NC(=O)NNC(=O)COc1ccc2ccccc2c1	0	-3.3	-7	85	-2	-2	9	0	-0.3	3
Cn1c(SCC(=O)Nc2nccs2)nnc1-c1ccc(S(=O)(=O)N2CCCC2)cc1	6	-2.8	0	97	3	-5	-3	4	-0.1	8
COc1cc(/C=C/C(=O)OCC(=O)NC(=O)NC(C)(C)C)ccc1OCC#N	-1	-1.2	/	98	-2	-5	9	0	0.1	2
